Hsp90 Hop PPI: qHTS Assay for Disrupters of an Hsp90 Co-Chaperone Interaction | Hsp90 C-terminal peptide / TPR2A (Hop) interaction, human | AlphaScreen TPR2A-His6 binding biotin-Hsp90 C-terminal peptide | Potency, µM (titrated, usually from 57 µM), inactives show top-dose activity change, negative = inhibition | actives 0.44% (n = 71,000); active = well fitted curve in either direction with a large enough effect; inconclusive = small, poorly fitted or top-dose-only effect, or another doubt; also: potency is read from the fitted curve at half-maximal effect; % is scaled to controls: 0 for no effect and ±100 for the full control effect; many of its hits are not listed in these tables
ALOX15 inhib: qHTS Assay for Inhibitors of 15-hLO (15-human lipoxygenase) | Polyunsaturated fatty acid lipoxygenase ALOX15 (Homo sapiens), P16050 | actives 1.4% (n = 74,000) | purified 15hLO-1, xylenol orange hydroperoxide absorbance | Potency, µM (top dose mostly 57.1 µM), without a hit: at the highest dose activity change, negative = inhibition, actives largely listed as inhibitors; also: potency is read from the fitted curve at half-maximal effect; % is scaled to controls: 0 for no effect and ±100 for the full control effect; nearly all actives have a fitted effect of over 55% in size
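40 nM 15hLO-1 + cpd, 15 min RT; start w/ 50 uM AA (final), 6 min RT; stop/detect w/ 200 uM XO + 300 uM Fe(II) in 50 mM H2SO4, 30 min; A573/A405. Buffer 25 mM Hepes pH 7.5, 0.01% Triton X-100. No-enzyme wells as negative control.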
BRCT PPI green: qHTS Assay for Inhibitors of BRCT-Phosphoprotein Interaction (Green Fluorophore); actives 0.05% (n = 75,000); Potency, µM (doses to about 76.9 µM), for inactives: top-dose activity change, negative = inhibition, usual class: inhibitors; Breast cancer type 1 susceptibility protein (Homo sapiens), P38398; BRCA1 BRCT-phosphopeptide binding, green fluorescence polarization;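 also: potency is read from the fitted curve at half-maximal effect; plate controls were peptide without protein for full effect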
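Fluorescence polarization: His-tagged BRCT (~35 kDa BRCA1 C-terminus, 250 nM) bound to 100 nM fluorescein-labeled phosphorylated 10-aa BACH1 peptide, pH 7.3 phosphate buffer with DTT and Tween 20. Compounds incubated 12 min at room temperature; inhibition read as lowered polarization.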
BRCT inh red: qHTS Assay for Inhibitors of BRCT-Phosphoprotein Interaction (Red Fluorophore); BRCT-phosphopeptide binding, red fluorescence polarization; AID 892, 2007; Potency, µM (titrated, usually from 76.9 µM), for the others: at the top dose activity change, negative = inhibition, hits mostly inhibitors; actives 0.03% (n = 75,000); also: % is scaled to controls: 0 for no effect and ±100 for the full control effect
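Fluorescence polarization: 100 nM His-tagged BRCA1 BRCT with 100 nM TAMRA-labelled phospho-BACH1 decapeptide, phosphate buffer pH 7.3 with 150 mM NaCl, DTT, 0.01% Tween 20; 12 min RT. Binding inhibition seen as FP decrease.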
Ub-GFP proteasome: Ubiquitin-GFP Assay. Ubiquitin-GFP reporter cells, proteasome inhibition, GFP fluorescence; response scale: untreated = 0%, 10 µM MG-132 = 100%. Potency, µM (highest dose often 45.9 µM), without a hit: top-dose activation (GFP accumulation), actives largely listed as activators. 67,000 tested, under 10 active; active = well fitted activation curve with a large enough effect, not every such curve was filed as active; inconclusive = small, poorly fitted or top-dose-only effect, or another doubt; inactive = no such curve, though single readings can be large or run the other way; also: potency is read from the fitted curve at half-maximal effect
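U2OS Ub(G76V)-GFP reporter; O/N plating, 0.5% FBS; cpd 46 uM–2.9 nM, 4 h, 37 °C; GFP+ cell count, 488/515 nm; norm. to basal vs 10 uM MG-132; CRC fit.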
HADH2 inhib: qHTS Assay for Inhibitors of HADH2 (Hydroxyacyl-Coenzyme A Dehydrogenase, Type II); recombinant HADH2, NADH fluorescence, beta-hydroxybutyryl-CoA; Potency, µM (highest dose often 57.1 µM), inactives show top-dose activity change, negative = inhibition, actives largely listed as inhibitors; actives 3.4% (n = 73,000); AID 886, 2007; also: potency is read from the fitted curve at half-maximal effect; % is scaled to controls: 0 for no effect and ±100 for the full control effect; nearly all actives have a fitted effect of over 60% in size; many of its hits are not listed in these tables
Target sequence (Q99714 whole entry, looked up, one chain of several): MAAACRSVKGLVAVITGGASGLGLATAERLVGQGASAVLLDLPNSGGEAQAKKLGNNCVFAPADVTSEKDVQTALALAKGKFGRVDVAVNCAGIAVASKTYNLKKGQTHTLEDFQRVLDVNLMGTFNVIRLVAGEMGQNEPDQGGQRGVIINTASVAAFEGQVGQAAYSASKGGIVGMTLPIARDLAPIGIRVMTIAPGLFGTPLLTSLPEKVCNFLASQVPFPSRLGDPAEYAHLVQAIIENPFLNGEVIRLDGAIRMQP
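20 nM HADH2 + cpd, 15 min RT; add 1 mM NAD+/90 uM beta-hydroxybutyryl-CoA; kinetic fluorescence 360/450 nm, 4 min. Tris-HCl pH 9.0, 0.01% Tween-20.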
HBB splice mod: qHTS Assay for Modulators of Hemoglobin Beta Chain Splicing. actives 0.06% (n = 65,000). HBB splicing reporter cell assay, activation; EGFP reporter with mutant IVS2-654 intron; response scale: normalised to 500 nM splice-correcting PNA. AID 925, 2007. Potency, µM (titrated, usually from 46.1 µM), for the others: at the top dose activation, actives largely listed as activators; also: potency is read from the fitted curve at half-maximal effect; 0% is about no effect
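Compounds were applied for 2 days to HeLa EGFP-654 cells, 500/well in Optimem with 2% FCS. The reporter's EGFP is disrupted by mis-splicing of beta-globin intron IVS2-654. Readout: summed well GFP fluorescence from 488 nm laser scanning; reference was 500 nM antisense […] 654 PNA.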
DNA Pol III inh: qHTS Assay for Inhibitors of DNA Polymerase III Holoenzyme System. reconstituted DNA polymerase III holoenzyme replication, biochemical. Potency, µM (series often up to 57.1 µM), without a hit: top-dose activity change, negative = inhibition. actives 0.25% (n = 71,000); also: potency is read from the fitted curve at half-maximal effect; % is scaled to controls: 0 for no effect and ±100 for the full control effect
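Reconstituted *E. coli* holoenzyme (0.35 nM Pol III, 1 nM beta, 154 nM SSB, 2 nM primase) was preincubated with compound for 15 min at RT. Synthesis on 1.4 nM ssM13Gori ran 35 min, then was stopped with PicoGreen/EDTA and read as dsDNA fluorescence.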
CRE Fsk mod: Cell signaling CRE-BLA (Fsk stim). Potency, µM (titrated, usually from 38.2 µM), inactives show at the highest dose activity change, negative = inhibition, actives largely listed as activators. CHO CRE-bla reporter (cAMP response element driving beta-lactamase), forskolin EC10, beta-lactamase ratio. actives 2.5% (n = 71,000). AID 662, 2007; active = well fitted activation curve with a large enough effect in the signal ratio, with a control signal flat, not every such curve was filed as active; inconclusive = small, poorly fitted or top-dose-only effect, or effect the other way, or a change in a side signal; the % refers to the signal ratio; also: potency is read from the fitted curve at half-maximal effect; % of control where 0% means no effect
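CRE-bla CHO reporter cells treated with compound titration plus EC10 NKH 477 (water-soluble forskolin), incubated 3 h at 37 °C; CCF4 loading 2 h at room temperature, 460/530 nm emission ratio read, AC50 values derived for positive or negative modulators.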
Epigenetic mod: qHTS Assay for Epigenetic Modulators | actives 0.09% (n = 68,000) | AID 597, 2007 | Potency, µM (titrated, usually from 46.1 µM), without a hit: at the top dose GFP derepression (activation) | mouse C127i GFP locus derepression, cytometry, 30 h; also: % of control where 0% means no effect
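Locus derepression in mouse mammary C127i cells whose integrated CMV-GFP reporter is normally silent; GFP expression after 30 h compound treatment was quantified by counting fluorescent cells.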
USP2a inhib: qHTS Assay for Inhibitors of Ubiquitin-specific Protease USP2a | Ubiquitin carboxyl-terminal hydrolase 2 (Homo sapiens), O75604 | USP2a enzymatic assay, qHTS inhibition | Potency, µM (titrated, usually from 38.3 µM), inactives show at the highest dose activity change, negative = inhibition, usual class: inhibitors | actives 0.1% (n = 60,000);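 also: potency is read from the fitted curve at half-maximal effect; nearly all actives have a fitted effect of over 60% in size; plate controls were DMSO for no effect and NEM full inhibition control for full effect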
Target sequence (O75604 whole entry, looked up): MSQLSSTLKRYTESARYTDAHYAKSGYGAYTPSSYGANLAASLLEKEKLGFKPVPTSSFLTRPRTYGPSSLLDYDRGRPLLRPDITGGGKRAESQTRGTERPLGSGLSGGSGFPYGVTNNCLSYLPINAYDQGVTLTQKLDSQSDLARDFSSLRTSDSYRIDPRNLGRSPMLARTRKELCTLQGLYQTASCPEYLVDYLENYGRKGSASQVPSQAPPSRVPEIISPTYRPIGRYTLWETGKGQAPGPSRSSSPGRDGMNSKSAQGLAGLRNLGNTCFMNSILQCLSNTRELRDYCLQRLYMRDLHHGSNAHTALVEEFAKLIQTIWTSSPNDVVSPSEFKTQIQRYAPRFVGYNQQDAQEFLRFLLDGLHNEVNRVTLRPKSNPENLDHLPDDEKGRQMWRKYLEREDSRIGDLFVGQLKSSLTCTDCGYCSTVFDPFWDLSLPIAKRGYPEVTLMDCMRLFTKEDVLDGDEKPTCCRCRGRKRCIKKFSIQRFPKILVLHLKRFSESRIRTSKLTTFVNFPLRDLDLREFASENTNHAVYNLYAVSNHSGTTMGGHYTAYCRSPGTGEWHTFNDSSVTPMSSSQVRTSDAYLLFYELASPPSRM
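20 nM USP2 core + cpd, 30 min RT; add 20 nM Ub-PLA2/20 uM NBD C6-HPC; read Ex460/Em535 at 0 h and 2.5 h. Normalized to NEM; qHTS curve fit/classification.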
The depositor's hits bear a star; u = inconclusive; x = not tested or not shown; [ ] = remark or other dose. Unless noted, calls follow the shape of the dose curve; as a rule, active = well fitted curve in the direction sought with a large enough effect; inconclusive = small, poorly fitted or top-dose-only effect, or another doubt; inactive = no such curve, though single readings can be large; an effect the other way counts as inactive or inconclusive. Only part of the results is shown. The share of hits here may be higher or lower than overall.

The first five compounds as a preview:
SMILES	Hsp90 Hop PPI	ALOX15 inhib	BRCT PPI green	BRCT inh red	Ub-GFP proteasome	HADH2 inhib	HBB splice mod	DNA Pol III inh	CRE Fsk mod	Epigenetic mod	USP2a inhib
CCOC(=O)c1cnc2ccc(Br)cc2c1NCC(C)O (configuration not stated)	0%	4%	1.4%	0.6%	2%	4%	-0.6%	-3%	8%	3%	2%
O=C(c1cnn2c(C(F)(F)F)cc(-c3ccc4c(c3)OCO4)nc12)N1CCCC1	1%	1%	-1.4%	-14%	-1%	5%	-0.6%[57.5 µM]	-2%	-3%	2%	7%
CCC1(C(=O)O)NC(c2cc(OC)ccc2O)C2C(=O)N(Cc3ccccc3)C(=O)C21 (configuration not stated)	0%	4%	0.5%	0.3%	-7%	3%	0.6%	-4%	-11%	x	x
COC(=O)c1ccc(OCC(O)CN2CCC(C)CC2)cc1 (configuration not stated)	-5%	4%	-2.8%	1.4%	-6%	4%	-0.5%	-6%	-2%	2%	x
COC(=O)CC(=O)CSc1nc2c(cc1C#N)CCC2	-5%	-10%	1.5%	0.7%	2%	u	-0.6%	-4%	9%	0%	-5%

The whole of this part, from the start:
SMILES	Hsp90 Hop PPI	ALOX15 inhib	BRCT PPI green	BRCT inh red	Ub-GFP proteasome	HADH2 inhib	HBB splice mod	DNA Pol III inh	CRE Fsk mod	Epigenetic mod	USP2a inhib
CCOC(=O)c1cnc2ccc(Br)cc2c1NCC(C)O (configuration not stated)	0%	4%	1.4%	0.6%	2%	4%	-0.6%	-3%	8%	3%	2%
O=C(c1cnn2c(C(F)(F)F)cc(-c3ccc4c(c3)OCO4)nc12)N1CCCC1	1%	1%	-1.4%	-14%	-1%	5%	-0.6%[57.5 µM]	-2%	-3%	2%	7%
CCC1(C(=O)O)NC(c2cc(OC)ccc2O)C2C(=O)N(Cc3ccccc3)C(=O)C21 (configuration not stated)	0%	4%	0.5%	0.3%	-7%	3%	0.6%	-4%	-11%	x	x
COC(=O)c1ccc(OCC(O)CN2CCC(C)CC2)cc1 (configuration not stated)	-5%	4%	-2.8%	1.4%	-6%	4%	-0.5%	-6%	-2%	2%	x
COC(=O)CC(=O)CSc1nc2c(cc1C#N)CCC2	-5%	-10%	1.5%	0.7%	2%	u	-0.6%	-4%	9%	0%	-5%
CCOC(=O)c1nnn(-c2nonc2-n2cccc2)c1CN1CCCCC1	23%	2%	-0.9%	-0.1%	1%	-3%	-0.1%	1%	3%	0%	0%
COc1ncc2nc(C)c(=O)n(C[C@H]3CCCO3)c2n1	-8%	-3%	1.5%	-2.7%	1%	2%	2.5%	-10%	u	-3%[9.22 µM]	6%
CCC(C)[C@H](NC(=O)NCc1ccco1)C(=O)O (some centres not stated)	-1%	7%	1.5%	1.1%	-7%	2%	-0.4%	-6%	u	-3%	0%
COC(=O)[C@@]1(C)C=C[C@@H](Cc2ccccc2)N1C(C)=O	-2%	1%	-1.5%	-1.1%	x	2%	-0.5%	2%	-7%	x	x
C=CCc1c(C)nc(SCC(=C)C)[nH]c1=O	0%[11 µM]	-6%[11.4 µM]	-0.4%	-1.1%	7%[9.17 µM]	-2%[11.4 µM]	-1.5%[0.0738 µM]	2%[11.4 µM]	u	4%	5%[7.66 µM]
Cc1ccc(-n2c(C)cc(C(=O)OCC(=O)N(CC(C)C)C3CCS(=O)(=O)C3)c2C)cc1 (configuration not stated)	-10%	-5%	0.5%	1.8%	3%	13%	-0.5%[57.5 µM]	-1%	u	0%	29%
CC1CCc2nn(CC(=O)NCCN3CCOCC3)cc2C1 (configuration not stated)	2%	3%	-1.1%	0.1%	9%	-2%	-0.6%	-4%	0%	-6%	x
CN(C)S(=O)(=O)c1ccc(C(=O)Oc2ccccc2)cc1	-1%	7%	-1.7%	0.7%	0%	-8%	0.4%	3%	6%	9%	9%
CC(=O)NC1C(=O)N=C(SCc2ccccc2)NC1=O (configuration not stated)	0%	6%	0.2%	-0.5%	-5%	-3%	1.6%	1%	2%	-2%	0%
COc1ccc(CCNC(=O)C2CC(=O)N(c3ccc(F)cc3)C2)cc1OC (configuration not stated)	-5%[11 µM]	4%[11.4 µM]	-0.1%	-1.7%	-3%[9.17 µM]	2%[11.4 µM]	0.0%[0.0738 µM]	-6%[11.4 µM]	u	-2%	10%[7.66 µM]
O=C(Nc1ccc(Cl)c(C(F)(F)F)c1)c1ccco1	-2%[11 µM]	-27%[11.4 µM]	-0.3%	-2.1%	-3%[9.17 µM]	3%[11.4 µM]	1.0%[0.0738 µM]	0%[11.4 µM]	-13%[7.6 µM]	-2%	2%[7.66 µM]
CCCOCCOC(=O)C1=C(C)NC(=O)NC1c1cc(Cl)c(O)c(OC)c1 (configuration not stated)	-3%	-9%	-2.7%	-1.0%	25%	-2%	0.4%	-9%	9%	-4%	3%
Clc1ccccc1NN(Cc1ccccn1)c1ccccc1Cl	10%[11 µM]	-5%[11.4 µM]	0.3%[15.4 µM]	-0.1%[15.4 µM]	-2%[9.17 µM]	-1%[11.4 µM]	1.0%[9.22 µM]	-12%[11.4 µM]	5%[7.6 µM]	-6%[9.22 µM]	x
O=C1CCCc2sc3c(c2N1)CCCCC3	-4%	-3%	-0.5%	0.6%	20%	8%	-0.6%[9.22 µM]	-1%	7%	3%	-5%
CS(=O)(=O)N(Cc1ccco1)Cc1ccccc1Cl	-4%	-1%	-0.2%	-0.4%	2%	-8%	-2.0%	-1%	-6%	4%	-6%
CC(C)NC(=O)c1ccc(-c2ccccc2C(F)(F)F)o1	2%	-6%	-1.0%	-2.0%	-1%	11%	-0.2%	-3%	8%	8%	4%
CCCC(c1nnnn1CCc1ccccc1)N1CCN(C2CCCC2)CC1 (configuration not stated)	-2%	2%	-1.3%	-1.9%	3%	10%	x	-2%	-4%	2%	37%[activator]
CC(=O)c1cccc(-n2nnnc2SCC(=O)N2CCCC2)c1	-2%	3%	0.7%	-1.1%	0%	-24%	-0.2%[57.5 µM]	-4%	4%	-2%	x
O=C(CN1CCC(C(=O)c2ccc3c(c2)OCCO3)CC1)NC1CCCC1	0%	4%	0.6%	-3.7%	-4%	0%	-0.3%[57.5 µM]	5%	1%	-3%	x
Cc1cc2nc(SCC(=O)Nc3nonc3C)c3c(c2cc1C)CCCC3	-6%	-3%	-2.5%	0.0%	-3%	-5%	0.0%	-1%	u	1%	18%
COc1ccccc1C(=O)N1CCCC(c2nc(-c3cc(OC)c(OC)c(OC)c3)no2)C1 (configuration not stated)	-3%	1%	2.6%	-2.9%	-1%	-4%	-0.7%	-4%	u	-1%	10%
O=C(CSc1ccc2nnc(-c3ccncc3)n2n1)NCc1ccco1	-5%	-8%	-1.4%	-2.1%	7%	11%	0.2%	1%	-7%	x	x
CCSc1nc2c(cnn2-c2ccc(C)cc2)c(=O)[nH]1	-1%	5%	-2.9%	-0.4%	-6%	-5%	-0.5%	-12%	10µM*	x	x
COc1ccc(-n2c(=O)c(CCc3ccccc3)nc3cnc(N(C)C)nc32)cc1	-4%	-7%	-2.4%	0.1%	14%	-1%	-0.6%	-8%	11%	0%[9.22 µM]	34%[activator]

Screening results as filed in PubChem BioAssay.
